# Cneo AK release = causes C. neoformans cell lysis; adenylate kinase release luminescence, 4 h; normalised: neutral wells 0, clomiphene wells 100; lysis activity, % at 15 µM; hit rate 0.2% among 360,000;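 active = mean lysis activity across replicates of at least 80%, whatever share of replicates individually reach that level; inactive = mean lysis activity below 80%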
#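 Assay system: Cryptococcus neoformans yeast cells / Dosing: single-point compound dose / Timing: 4 h at 37 °C static, read 1 h later / Measured by: luminescence of released adenylate kinase using an AK detection reagent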
# RAD52 inh = RAD52 (human) annealing inhibition; P43351; recombinant RAD52 DNA annealing, FRET fluorescence; inhibition, % at 18.7 µM; hit rate 0.46% among 360,000;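 active = every replicate showing at least 50% inhibition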
# Target sequence (P43351 whole entry, looked up): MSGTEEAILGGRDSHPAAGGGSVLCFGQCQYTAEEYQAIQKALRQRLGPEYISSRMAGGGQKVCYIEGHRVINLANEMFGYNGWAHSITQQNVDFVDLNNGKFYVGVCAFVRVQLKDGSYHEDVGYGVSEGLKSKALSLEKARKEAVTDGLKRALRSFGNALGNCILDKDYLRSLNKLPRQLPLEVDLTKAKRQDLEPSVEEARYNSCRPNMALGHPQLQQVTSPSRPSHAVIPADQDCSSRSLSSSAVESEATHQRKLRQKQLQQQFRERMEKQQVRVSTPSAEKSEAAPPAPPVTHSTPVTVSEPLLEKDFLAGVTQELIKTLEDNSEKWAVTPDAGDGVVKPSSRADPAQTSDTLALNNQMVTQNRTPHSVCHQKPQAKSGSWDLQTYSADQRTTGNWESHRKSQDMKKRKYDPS
# E-sel inducer = induces E-selectin expression in human endothelial cells; P16581; HUVEC E-selectin immunofluorescence imaging; normalized: neutral wells 0, TNF-alpha wells 100; activation, % at 7.58 µM; hit rate 0.37% among 260,000; AID 686992;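 active = mean E-selectin-positive cell signal at least 10% of the positive control, reached in at least 60% of replicates, without over 20% cell loss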;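 also: in these data hits start at about 27%; measured in HUVEC primary endothelial cells; signal is the percent of cells scored E-selectin positive by PE staining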
# Target sequence (P16581 whole entry, looked up): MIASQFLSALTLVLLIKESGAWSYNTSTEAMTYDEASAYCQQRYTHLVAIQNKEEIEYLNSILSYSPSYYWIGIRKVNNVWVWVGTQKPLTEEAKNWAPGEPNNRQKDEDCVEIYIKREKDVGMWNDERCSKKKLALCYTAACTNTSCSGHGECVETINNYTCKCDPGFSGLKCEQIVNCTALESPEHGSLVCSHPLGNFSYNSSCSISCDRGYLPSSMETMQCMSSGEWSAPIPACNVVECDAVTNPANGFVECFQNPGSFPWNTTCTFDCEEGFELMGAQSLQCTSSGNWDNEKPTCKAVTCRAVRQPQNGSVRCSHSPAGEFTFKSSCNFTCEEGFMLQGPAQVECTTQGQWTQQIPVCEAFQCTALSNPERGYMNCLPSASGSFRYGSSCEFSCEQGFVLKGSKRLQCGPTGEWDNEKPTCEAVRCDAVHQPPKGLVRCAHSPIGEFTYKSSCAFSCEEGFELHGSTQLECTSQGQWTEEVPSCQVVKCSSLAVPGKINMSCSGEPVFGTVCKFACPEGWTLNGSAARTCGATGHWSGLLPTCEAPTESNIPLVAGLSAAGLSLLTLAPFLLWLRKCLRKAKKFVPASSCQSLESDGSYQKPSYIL
#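 Assay system: HUVEC primary endothelial cells. Input: 3,000 HUVEC seeded per well. Doses: one compound dose added by pin transfer. Read-out basis: % PE-positive cells. Benchmarks: TNF-alpha high, DMSO low. Detection: immunofluorescence imaging. Buffer or medium: EGM-2, gelatin.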
# miR122 inh = blocks miR-122 activity in Huh7 sensor cells. Huh7 miR-122 Renilla luciferase sensor, 48 h; neutral wells = 0, positive control = 100. activation (reporter increase), % at 12.5 µM. hit rate 0.3% among 340,000. AID 602342;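 active = mean replicate activation score at least 90 and every replicate individually at or above 90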;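 also: higher luciferase means less miR-122 activity so hits act as miR-122 inhibitors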
# RAD54 branch = RAD54 (human) branch migration inhibition. Q92698. RAD54 Holliday junction branch migration, FAM/BHQ fluorescence. inhibition, % at 10.4 µM. hit rate 0.14% among 360,000. AID 602329;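 active = mean normalized replicate activity at least 40 and at least half of replicates scoring 40 or more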;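 also: 0% = median of neutral control wells and 100% = median of positive control wells; inhibitors cause a drop in the FAM fluorescence signal; in these data hits start at about 50%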
# PGC1a acetyl inh = lowers PGC1a acetylation signal in U2OS cells. AlphaScreen anti-acetyl-lysine; with virally co-expressed GCN5 acetyltransferase. inhibition, % at 15.6 µM. hit rate 0.17% among 350,000. AID 651687;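 active = every replicate shows inhibition of at least 40%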;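 also: 0% = neutral control wells and 100% = positive control wells; some results beyond the cut were filed as inactive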
# ERAP1 HTS inh = inhibitors of human ERAP1 aminopeptidase | Q9NZ08 | inhibition, % at 10.7 µM | hit rate 0.15% among 340,000 | recombinant ERAP1, Leu-AMC fluorescence, 60 min;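 active = mean replicate inhibition of at least 30%, or all replicates individually reaching that 30% level; inactive = mean below 30% and not every replicate reaching it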;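 also: 0% = neutral control wells and 100% = L-leucinethiol positive control wells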
# PglD inh = PglD (C. jejuni) enzyme inhibition; inhibition, % at 12.5 µM; purified PglD enzyme, DTNB colorimetric CoA detection; hit rate 0.098% among 360,000; in the data active = inhibition above about 16%, passing the limit was not always enough; also: strong numbers were not always called active
# An asterisk follows results filed as active; nt = not tested or not shown; [ ] = another dose, or the depositor's remark.
No. | Structure | Cneo AK release | RAD52 inh | E-sel inducer | miR122 inh | RAD54 branch | PGC1a acetyl inh | ERAP1 HTS inh | PglD inh
1 | C[C@@H]1CCCCO[C@@H](CN(C)C)[C@H](C)CN([C@H](C)CO)C(=O)c2cc(NS(C)(=O)=O)ccc2O1 | 1 | -10 | 0.7 | 6[16.7 µM] | 4 | 6 | -1 | 2
2 | COC(=O)C(NC(=O)C(NC(=O)c1ccccc1)C(C)C)C(C)C (stereo not given) | -1 | nt | nt | -8 | -7 | 0 | nt | -2
3 | COc1ccc(-c2cnn3c(N)c(S(=O)(=O)C(C)(C)C)cnc23)cc1 | -2 | nt | nt | 0 | 1 | 2 | nt | -1
4 | Cc1ccc(S(=O)(=O)N(C)C[C@@H]2OCCCC[C@@H](C)Oc3ccc(NC(=O)CCCN(C)C)cc3C(=O)N([C@H](C)CO)C[C@@H]2C)cc1 | -6 | 9 | nt | -10[16.7 µM] | 11 | -2 | -2 | -3
5 | CS(=O)(=O)N1CCN(C(=O)COc2ccc3ccccc3c2)CC1 | -1 | 5 | nt | nt | -8 | 6 | -1 | 5
6 | CC1CC(=O)Nc2ccccc2N1C(=O)CSc1nnnn1C(C)C (stereo not given) | 3 | 0 | -0.1 | nt | -3 | -4 | -3 | 0
7 | O=C(Cn1cc(S(=O)(=O)Cc2ccc([N+](=O)[O-])cc2)c2ccccc21)N1CCOCC1 | 0 | -8 | -0.2 | -4 | 2 | -2 | 3 | 3
8 | COc1ccccc1C(=O)Nc1nsc(-c2ccccc2)n1 | -8 | -8 | 1.5 | -6 | -3 | -1 | 1 | 3
9 | CCOc1cc(CNCCc2ccccc2)ccc1OCC(=O)NC(C)(C)C | -5 | nt | nt | -2 | -12 | -4 | nt | 0
10 | CCCC(=O)Nc1ccc2c(c1)OC[C@@H](C)N(Cc1ccccc1F)C[C@H](C)[C@@H](OC)CN(C)C2=O | 0 | 3 | 0.1 | nt | 1 | -15 | 1 | -1
11 | O=C(OCC#CCSc1nnc(-c2cccc3ccccc23)o1)c1cc2ccccc2o1 | 3 | -12 | 0.1 | -4 | 8 | -8 | 0 | -3
12 | CCOc1ccc(N(CC)S(=O)(=O)c2ccc3c(c2)oc(=O)n3C)cc1 | 3 | nt | nt | -5 | -8 | -18 | nt | -2
13 | Cc1cc(C)cc(N2C(=O)C3NN=C(C(=O)OCc4ccccc4)C3C2=O)c1 (stereo not given) | 4 | nt | -0.2 | -12 | -19 | nt | nt | -1
14 | CNC1(c2nnnn2-c2c(C)cccc2C)CCOC(C)(C)C1 (stereo not given) | 0 | -12 | nt | 1 | -4 | -6 | -1 | -1
15 | COc1cccc(-c2ccc3ncnc(NCc4cc(C)cs4)c3c2)c1 | -2 | -30 | 0.3 | 2 | 3 | 20 | 1 | 0
16 | CO[C@@H]1CN(C)C(=O)c2cc(NS(=O)(=O)CC(F)(F)F)ccc2OC[C@H](C)N(C(=O)c2ccc3c(c2)OCO3)C[C@H]1C | -3 | 1 | -0.2 | nt | 3 | -1 | 0 | -1
17 | CCC(NC(=O)c1cccc(Cn2nc(C)c([N+](=O)[O-])c2C)c1)c1ccc(C(C)C)cc1 (stereo not given) | 0 | nt | nt | -6 | 4 | -16 | nt | -3
18 | Cc1cc(F)ccc1S(=O)(=O)Nc1ccccc1C(=O)Nc1ccccc1-c1nc2ccccc2[nH]1 | 1 | nt | nt | -30 | -1 | nt | nt | -3
19 | O=C(NCC[C@H]1CC[C@H](NS(=O)(=O)c2ccccc2)[C@@H](CO)O1)c1ccc2c(c1)OCO2 | 3 | 5 | -1.8 | nt | -1 | 7 | 0 | 0
20 | COc1ccc2c3c(n(C)c2c1)[C@H](CO)N(C(=O)C1CCCC1)CC31CN(C(=O)CC2CC2)C1 | nt | 19 | 0.1 | nt | nt | 3 | 3 | nt
21 | C[C@@H]1CN([C@H](C)CO)C(=O)c2cc(NC(=O)Nc3ccc(F)cc3)ccc2O[C@H]1CN(C)S(=O)(=O)c1ccccc1 | 0 | -35 | 0.1 | -4[16.7 µM] | 2 | -1 | -1 | 1
22 | CC(=O)c1cccc(N(C(=O)c2ccco2)C(C(=O)NC2CCCC2)c2ccccc2F)c1 (stereo not given) | -1 | -6 | 0.0 | 0 | -9 | -4 | 3 | 8
23 | O=C(NC1CCCc2ccccc21)C1CCN(S(=O)(=O)c2cccc3nonc23)CC1 (stereo not given) | 0 | nt | nt | -3 | 4 | -5 | nt | 2
24 | CCOc1ccc2[nH]c(=O)c(CN(CCN3CCOCC3)Cc3nnnn3C(C)(C)CC)cc2c1 | -2 | -8 | nt | -5 | -8 | 0 | 4 | -2
25 | COc1cccc(/C(C)=N/N=C(\C)c2cccc(OC)c2)c1 | 0 | -34 | nt | nt | -30 | nt | 0 | 3
26 | Cc1cccc(OCC(=O)NNC(=O)Nc2cccc(Cl)c2)c1C | 3 | nt | nt | 6 | 6 | 1 | nt | 7
27 | Cc1oc2cc3oc(=O)c(CCC(=O)NCCCn4ccnc4)c(C)c3cc2c1C | 3 | 24 | nt | -7 | 8 | -19 | 0 | 0
28 | CC(C)(C)c1cc(C(=O)NCCCn2ccnc2)cc(C(C)(C)C)c1 | 1 | 19 | nt | 86 | 4 | -19 | -3 | 1
29 | CCOC(=O)CN1C(=O)N[C@@H](c2cccc(C(F)(F)F)c2)[C@H](C(C)=O)[C@H]1C | 3 | -11 | -0.1 | nt | 3 | nt | 20 | 1
30 | CCN(CC)S(=O)(=O)c1ccc(N2CCCC2)c(NC(=O)Cc2c(F)cccc2Cl)c1 | 3 | -3 | -0.7 | 2 | 12 | nt | -1 | 0
31 | O=C1NC(=S)SC1=Cc1cc(Br)ccc1O | nt | -318 | 0.0 | -7 | nt | 5 | 4 | nt
32 | Cc1nc2oc3c(NCc4ccccn4)ncnc3c2c2c1COC(C)(C)C2 | -1 | nt | 0.7 | -5 | 3 | 13 | nt | -3
33 | CCOC(=O)N1CCN(C(=O)CN(C)S(=O)(=O)c2ccc(OC)c(OC)c2)CC1 | 9 | nt | nt | -1 | 1 | 4 | nt | -3
34 | COCC(C)n1c(SCc2nc(N)nc(Nc3ccccc3C)n2)nc2ccccc2c1=O (stereo not given) | 4 | nt | nt | -6 | -3 | 11 | nt | 9
35 | N#CC1CC(c2ccccc2)Nc2cc(Cl)ccc2N1 (stereo not given) | -7 | -14 | 1.8 | nt | 1 | nt | -1 | -1
36 | CC1CCCN(S(=O)(=O)c2ccc3[nH]c4c(c3c2)CCCC4)C1 (stereo not given) | 1 | -7 | nt | 6 | 11 | 1 | 0 | 0
37 | O=C(COc1ccc2ccccc2c1Br)N1CCCCC1 | 0 | nt | nt | 1 | 8 | nt | nt | 0
38 | O=C(Cc1n[nH]c(=O)c2ccccc12)N/N=C/c1cc2c(cc1Cl)OCO2 | 3 | -13 | 0.3 | nt | 9 | nt | 4 | 4
39 | Cc1ccc(S(=O)(=O)N2CCOCC2)c2nsnc12 | -2 | nt | nt | 6 | 4 | -11 | nt | 0
40 | CCCOc1ccc(C(CC(=O)O)NC(=O)c2cccs2)cc1 (stereo not given) | 2 | nt | nt | -3 | -4 | 8 | nt | 5
41 | O=C(OC(C(=O)Nc1cccc(C(F)(F)F)c1)c1ccccc1)C1CCCCC1 (stereo not given) | 10 | nt | nt | 60 | -5 | -21 | nt | -6
42 | CSc1ccc2[nH]c(=O)cc(C)c2c1 | 0 | nt | nt | -5 | -1 | -7 | nt | 1
43 | COc1cc(CNC2CCCCCC2)cc(OC)c1O | 2 | nt | nt | -5 | 8 | 11 | nt | 3
44 | Cc1ccc(OCc2nc3ccccc3[nH]2)cc1 | -10 | 0 | nt | 0 | 5 | 0 | 0 | -6
45 | Cc1cc(=O)oc2cc(NC(=O)Cc3ccccc3)ccc12 | 2 | -6 | -6.9 | -3 | -12 | -13 | -2 | 1
46 | O=C(NCc1ccco1)c1n[nH]c(=O)c2ccccc12 | 1 | nt | nt | nt | 0 | 8 | nt | 2
47 | C[C@@H]1CN([C@@H](C)CO)C(=O)Cc2cc(NC(=O)Nc3ccc(F)cc3)ccc2O[C@H]1CN(C)Cc1ccc(C(=O)O)cc1 | -1 | 0 | 55* | -7[16.7 µM] | -6 | 10 | 7 | -2
48 | O=C(NC1CCCCC1)N1CC(=O)N2[C@H](C1)[C@@H](c1ccc(/C=C/c3ccccc3)cc1)[C@@H]2CO | nt | 9 | 0.2 | nt | nt | -3 | 1 | nt
49 | O=C1CC[C@@H]2CC3(C[C@@H]4CCN1[C@H]24)Nc1cc([N+](=O)[O-])ccc1NC3=NC1CCCCC1 (stereo not given in full) | 0 | -10 | 0.5 | -8 | -8 | 11 | 5 | -2
50 | O=C(NCCc1ccccc1)c1nc2c(nnn2Cc2ccccc2Cl)c(=O)[nH]1 | 2 | nt | nt | -11 | 1 | nt | nt | 1
51 | Cc1cc(NC(=O)CN2CCN(C)CC2)no1 | nt | -17 | 0.2 | 0 | nt | 13 | 12 | nt
52 | N#Cc1cccc(NC(=O)C2CCCN(C(=O)c3ccc(Cl)cc3)C2)c1 (stereo not given) | 0 | -13 | nt | nt | 18 | nt | -4 | -1
53 | O=C(NCc1cccs1)C1CCN(S(=O)(=O)c2ccc(Br)s2)CC1 | 0 | nt | nt | 3 | -2 | -22 | nt | -10
54 | C[C@H]1CCCCO[C@H](CN(C)C(=O)Nc2ccccc2)[C@@H](C)CN([C@@H](C)CO)C(=O)c2cc(NS(=O)(=O)c3ccc(F)cc3)ccc2O1 | 3 | nt | -0.2 | 3[16.7 µM] | 12 | -1 | nt | 2
55 | CCOc1ccccc1N(C)C(=O)Cn1ncc2c([nH]c3ccc(C)cc32)c1=O | -1 | -6 | 1.1 | 0 | -6 | -17 | 0 | -4
56 | C[C@H](CO)N1C[C@H](C)[C@H](CN(C)C(=O)Nc2ccc3c(c2)OCO3)Oc2c(NC(=O)Nc3ccc(F)cc3)cccc2C1=O | -1 | -17 | -0.3 | 8[16.7 µM] | 2 | -4 | -7 | 7
57 | Cc1nc2c([nH]1)C1(CCN(Cc3ccccc3)CC1)C(C#N)=C(N)O2 | -2 | nt | nt | -5 | -19 | 5 | nt | 0
58 | CCC(=O)Nc1ccc(F)c(Cl)c1 | 4 | nt | nt | -3 | 4 | -4 | nt | -4
59 | COc1ccccc1S(=O)(=O)N(C)C[C@H]1Oc2cc(C#CCC(C)C)ccc2S(=O)(=O)N([C@@H](C)CO)C[C@H]1C | 42 | 1 | nt | 37[16.7 µM] | 1 | -5 | -5 | -2
60 | CCC(=O)N1CC[C@@H]2[C@H]1c1cc(-c3ccccc3F)ccc1N(C)[C@H]2CO | 4 | -13 | -0.6 | -2[16.7 µM] | 8 | -7 | 6 | 2
61 | CCOc1ccc(NC(=O)CSc2nc3nc(C)cc(C)n3n2)cc1 | 3 | -6 | -0.4 | nt | 1 | nt | 0 | 4

# Assay outcomes as filed in PubChem BioAssay.
